PglD inh: C. jejuni PglD acetyltransferase inhibitors, primary screen, biochemical, DTNB colorimetric, single point; UDP-N-acetylbacillosamine N-acetyltransferase PglD (Campylobacter jejuni); AID 602405, 2012; inhibition, % at 12.5 µM; 360,000 tested, 0.098% active; purified PglD enzyme, DTNB colorimetric CoA detection; in the data active = inhibition above about 16%, passing the limit was not always enough; note: strong numbers were not always called active
miR122 inh: miR-122 Renilla sensor signal increase in Huh7, primary screen, miR-122 inhibitor project, cell-based, single point, plate reader; Huh7 miR-122 Renilla luciferase sensor, 48 h; neutral wells = 0, positive control = 100; activation (reporter increase), % at 12.5 µM; 340,000 tested, 0.3% active; AID 602342, 2012;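 active = mean replicate activation score at least 90 and every replicate individually at or above 90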;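 note: higher luciferase means less miR-122 activity so hits act as miR-122 inhibitors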
PGC1a acetyl inh: inhibitors of PGC1a acetylation signal, primary screen, cell-based, U2OS, AlphaScreen, inhibitor mode. AID 651687, 2012. AlphaScreen anti-acetyl-lysine; with virally co-expressed GCN5 acetyltransferase. 350,000 tested, 0.17% active. inhibition, % at 15.6 µM;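 active = every replicate shows inhibition of at least 40%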;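 note: 0% = neutral control wells and 100% = positive control wells; some results beyond the cut were filed as inactive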
RAD54 branch: inhibitors of human RAD54 branch migration, primary screen, biochemical, fluorescence, single point; AID 602329, 2012; inhibition, % at 10.4 µM; RAD54 Holliday junction branch migration, FAM/BHQ fluorescence; 360,000 tested, 0.14% active;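 active = mean normalized replicate activity at least 40 and at least half of replicates scoring 40 or more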;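 note: 0% = median of neutral control wells and 100% = median of positive control wells; inhibitors cause a drop in the FAM fluorescence signal; in these data hits start at about 50%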
ERAP1 inh: human ERAP1 aminopeptidase inhibitors, primary screen, biochemical, single point, plate reader; recombinant ERAP1, Leu-AMC fluorescence, 60 min; 340,000 tested, 0.15% active; AID 652197, 2013; inhibition, % at 10.7 µM;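 active = mean replicate inhibition of at least 30%, or all replicates individually reaching that 30% level; inactive = mean below 30% and not every replicate reaching it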;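 note: 0% = neutral control wells and 100% = L-leucinethiol positive control wells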
Target sequence (Q9NZ08 whole entry, looked up): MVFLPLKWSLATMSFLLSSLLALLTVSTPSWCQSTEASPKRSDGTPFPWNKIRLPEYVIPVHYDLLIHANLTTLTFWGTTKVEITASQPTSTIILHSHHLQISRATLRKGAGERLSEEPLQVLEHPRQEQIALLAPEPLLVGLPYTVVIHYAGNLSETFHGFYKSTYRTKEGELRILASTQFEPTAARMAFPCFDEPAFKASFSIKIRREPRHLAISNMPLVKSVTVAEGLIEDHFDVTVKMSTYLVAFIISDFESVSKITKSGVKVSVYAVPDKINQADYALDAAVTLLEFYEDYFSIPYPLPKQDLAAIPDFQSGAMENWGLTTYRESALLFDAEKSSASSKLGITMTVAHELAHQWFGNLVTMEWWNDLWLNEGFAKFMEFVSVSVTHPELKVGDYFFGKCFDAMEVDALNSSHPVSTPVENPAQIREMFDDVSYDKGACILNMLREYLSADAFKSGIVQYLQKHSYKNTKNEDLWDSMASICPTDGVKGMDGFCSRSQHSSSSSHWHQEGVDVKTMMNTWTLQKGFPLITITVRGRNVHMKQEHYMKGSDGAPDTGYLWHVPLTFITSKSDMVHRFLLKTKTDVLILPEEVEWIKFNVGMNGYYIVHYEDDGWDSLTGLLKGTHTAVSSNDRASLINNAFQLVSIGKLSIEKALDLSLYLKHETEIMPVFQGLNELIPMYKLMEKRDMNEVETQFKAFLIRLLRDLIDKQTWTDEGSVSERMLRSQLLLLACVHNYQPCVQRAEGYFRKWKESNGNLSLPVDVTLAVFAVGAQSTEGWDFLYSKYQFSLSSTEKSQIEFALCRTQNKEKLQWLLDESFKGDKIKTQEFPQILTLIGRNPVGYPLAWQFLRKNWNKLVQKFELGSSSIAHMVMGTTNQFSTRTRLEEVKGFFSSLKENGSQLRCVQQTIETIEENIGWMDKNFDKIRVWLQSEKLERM
RAD52 anneal inh: RAD52 DNA annealing inhibitors, primary screen, biochemical, FRET, single point, set 2. AID 651710, 2012. inhibition, % at 18.7 µM. 360,000 tested, 0.46% active. DNA repair protein RAD52 homolog (Homo sapiens), P43351. recombinant RAD52 DNA annealing, FRET fluorescence;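 active = every replicate showing at least 50% inhibition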
Cneo AK release: Cryptococcus neoformans cell lysis inducers, primary screen, AK release luminescence, single concentration. C. neoformans lysis, adenylate kinase release luminescence, 4 h; normalised: neutral wells 0, clomiphene wells 100. lysis activity, % at 15 µM. 360,000 tested, 0.2% active;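 active = mean lysis activity across replicates of at least 80%, whatever share of replicates individually reach that level; inactive = mean lysis activity below 80%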
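Test system: log-phase Cryptococcus neoformans yeast cells; Quantity: yeast cell density of 5 × 10^6 cells/mL; Buffer or medium: YPD; Doses: single compound concentration per well; Timing: 4 h at 37 °C static, read 1 h later; Measured by: AK luminescence; Read-out basis: lysis from increased AK signal; Control set: Clomiphene as positive control.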
E-sel inducer: E-selectin induction in HUVECs, primary screen, imaging, HUVEC, immunofluorescence imaging, single point. 260,000 tested, 0.37% active. P16581. normalized: neutral wells 0, TNF-alpha wells 100. activation, % at 7.58 µM;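 active = mean E-selectin-positive cell signal at least 10% of the positive control, reached in at least 60% of replicates, without over 20% cell loss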;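 note: in these data hits start at about 27%; measured in HUVEC primary endothelial cells; signal is the percent of cells scored E-selectin positive by PE staining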
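Test system: HUVEC; input: 3,000 HUVEC/well; measured by: immunofluorescence imaging; read-out: % PE-positive cells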
The depositor's hits bear a star; / = no result given; & = joins results of further samples; [ ] = remark or other dose.

Molecule	RAD52 anneal inh	PglD inh	RAD54 branch	ERAP1 inh	PGC1a acetyl inh	E-sel inducer	miR122 inh	Cneo AK release
CN1CCCN(C(=O)c2cccc3ccccc23)CC1	-2	6	-8	1	2	/	0	2
CCSc1ccc([C@@H]2[C@H]3C(=O)N(CC)C(=O)[C@H]3[C@]3(C(=O)OC)CCCCN23)cc1OC	/	0	-9	/	0	/	-8	-2
COc1ccc(C(CNC(=O)c2cccc3cccnc23)N(C)C)cc1 (stereo not drawn)	-4	5	6	4	-17	/	-6	-1
CCOc1ccc(CNC(=O)CN2C(=O)CSc3ccc(S(=O)(=O)N4CCOCC4)cc32)cc1OC	6	-4	4	1	-10	/	-3	-1
CC(=O)c1cccc(NC(=O)CSc2nnc(-c3ccc(S(=O)(=O)N4CCCC4)cc3)o2)c1	/	3	6	/	6	/	0	1
CC1(C(=O)NS(=O)(=O)c2cccc(C#N)c2)CCN1C(=O)Cc1cc(F)ccc1F (stereo not drawn)	3	6	-8	1	/	0.0	/	-2
CO[C@H]1CN(C)C(=O)c2ccc(NC(=O)C3CCC3)cc2OC[C@@H](C)NC[C@H]1C	4	-1	3	0	/	1.6	1[16.7 µM]	-3
CC(C)NC(=O)N(C)C[C@H]1Oc2ccc(NS(=O)(=O)c3cn(C)cn3)cc2C(=O)N([C@@H](C)CO)C[C@@H]1C	-4	-3	2	2	-8	0.0	-3[16.7 µM]	-4
CNS(=O)(=O)c1cccc(C(=O)NCC(C)(C)N2CCCCC2)c1	-11	7	11	-2	/	/	2	2
CCN(C(=O)COC(=O)c1cc(S(=O)(=O)N2CCOCC2)c(Cl)cc1Cl)C1CCS(=O)(=O)C1 (stereo not drawn)	2	/	/	-10	6	/	-7	/
Cc1cc(-c2nnc(CCC(=O)N(C)CCc3ccccc3)o2)no1	-6	-9	4	-4	3	-0.2	-4	1
COc1ccccc1OC(=O)c1ccc(SC)cc1OC	/	6	5	/	-40	/	7	-2
Cc1noc(C)c1S(=O)(=O)N(C)C[C@@H]1OCCCC[C@@H](C)Oc2ccc(NC(=O)Nc3ccc(F)cc3)cc2C(=O)N([C@@H](C)CO)C[C@@H]1C	10	/	/	1	5	0.4	/	/
CCOC(=O)c1c(NC(=O)C2CC(Cl)=CCC2C(=O)O)sc2c1CCCCC2 (stereo not drawn)	/	11	21	/	-3	/	8	1
COc1ccc(/C=C2\SC(=O)N(CCC(=O)N(C)C3CCS(=O)(=O)C3)C2=O)cc1 (stereo not drawn)	-8	1	-7	2	-3	/	-8	-2
O=C(/C=C/c1ccco1)Oc1cc(Br)cc(/C=N/NC(=O)c2ccccc2O)c1	/	2	-8	/	/	0.0	-15	2
O=S1(=O)NC(CC2=CCCCC2)C2CCCCC2O1 (stereo not drawn)	-3&-6	1	-16	0&1	-28	/	-6	0
NNC(=O)CN1C(=O)C2(OCCO2)c2ccccc21	-21	3	9	-1	/	-1.4	-2	0
CC1CN(c2ccccc2)C(=O)CS1 (stereo not drawn)	/	-1	3	/	4	/	-10	-1
O=C(O)c1ccccc1S(=O)(=O)CC(=O)N1CCCCC1	-12	-3	-11	2	3	0.0	3	1
O=C(CC1(O)C(=O)N(Cc2ccccc2Cl)c2ccccc21)c1ccco1 (stereo not drawn)	/	4	5	/	2	/	9	0
O=C1c2ccccc2NC(c2ccccc2)N1c1ccc(O)cc1 (stereo not drawn)	2	7	-7	-1	-3	/	-1	-2
CCOC(=O)NNC(=O)C12CC3CC(CC(C3)C1)C2	0	-6	0	0	-4	3.7	3	1
CCC(C)[C@H](NC(=O)N1CCN(c2cccc(C(F)(F)F)c2)CC1)C(=O)OC (stereo partly drawn)	2	2	3	1	-20	/	-1	0
C[C@H](NC(=O)c1nc[nH]c1C(=O)NCc1ccccc1)c1ccccc1	-8	2	0	-3	11	-0.1	2	-1
COc1ccccc1C(=O)NC(=S)Nc1cccnc1Cl	5	-2	-2	1	3	2.4	6	36
COc1ccccc1C(=O)NCCn1ccc2ccccc21	/	-5	-18	/	-10	/	1	4
CCCc1cn(CC[C@@H]2CC[C@@H](NC(=O)C3CCC3)[C@H](CO)O2)nn1	5	-2	4	2	11	-0.3	/	-1
O=C(Nc1ccc(NC(=O)c2cc3ccccc3o2)cc1)c1ccco1	-9	-1	4	0	-5	/	-7	-4
C[C@H](CO)N1C[C@H](C)[C@@H](CN(C)S(=O)(=O)c2cn(C)cn2)Oc2ccc(NC(=O)c3ccncc3)cc2C1=O	0	3	-3	2	-1	-0.1	-4[16.7 µM]	0
FC(F)(F)c1ccccc1NC(=S)Nn1cnnc1	-9	-1	1	-2	/	-0.2	/	-1
CCn1ncc(/C=C/C(=O)Nc2c(C)nn(CC)c2C)c1C	/	6	4	/	-38	/	-3	0
CCCNC(=O)N1[C@@H]2CN(C(=O)C3CC3)c3ccccc3[C@@H]2[C@@H]1CO	-15	-11	-8	0	4	0.2	20[16.7 µM]	-5
CC1CN(C(=S)SCCN2C(=O)CCC2=O)CC(C)O1 (stereo not drawn)	-11	/	/	1	14	0.0	-1	/
COc1cc(OC)cc(C(=O)NCCOc2ccccc2)c1	/	-2	4	/	-13	/	-5	0
COc1ccccc1NC(=S)N1CCCc2ccccc21	-6	0	-1	-1	/	5.8	45	2
Cc1noc(C)c1NC(=O)Nc1cccc2c1O[C@H](CN(C)C(=O)Nc1cccc3ccccc13)[C@@H](C)CN([C@@H](C)CO)C2=O	-1	0	3	-2	3	0.0	-7[16.7 µM]	-1
COC(=O)c1cccc(NC(=S)N2CCN(c3ccccc3F)CC2)c1	-1	-1	-3	3	-4	/	4	9
O=C1CCC/C1=C\Nc1ccc(Cl)c([N+](=O)[O-])c1	-9	/	/	4	-12	-0.2	/	/
C[C@H](CO)N1C[C@H](C)[C@@H](CN(C)S(=O)(=O)c2ccc(F)cc2)OCCCC[C@H](C)Oc2ccc(NC(=O)Nc3cccc4ccccc34)cc2C1=O	8	-1	1	-1	-17	0.1	2[16.7 µM]	0
COc1ccc(S(=O)(=O)Nc2ccc3c(c2)C(=O)N([C@@H](C)CO)C[C@@H](C)[C@H](CN(C)S(=O)(=O)c2c(C)noc2C)OCCCC[C@@H](C)O3)cc1	-36	5	0	0	-13	/	-12[16.7 µM]	2
O=C(COc1ccc(Cl)cc1)N1CCN(C(=O)c2ccccc2F)CC1	-10	-2	-7	-6	10	/	2	1
S=C(N/N=C/c1ccc2c(c1)OCO2)NC1CC2CCC1C2 (stereo not drawn)	-7	4	-4	0	-10	3.6	6	0
COc1ccc2nc(C)cc(SCC(=O)NNC(=O)COc3ccc(C)cc3)c2c1	/	0	1	/	-8	/	-3	1
O=C(Nc1ccc(Cl)c(S(=O)(=O)N2CCOCC2)c1)c1ccncc1	-9	1	10	0	13	0.0	11	2
Cc1ccn(CCC(=O)N2CCCC(CCC(=O)N3CCN(c4ccccn4)CC3)C2)n1 (stereo not drawn)	-13	-1	-8	-3	5	-0.5	-7	-2
COc1cccc(C(C(=O)NC2CCCC2)N(C(=O)c2csnn2)C2CC2)c1 (stereo not drawn)	2	-4	5	-2	10	/	-4	3
O=C(C[C@H]1CC[C@@H]2[C@H](COC[C@H](O)CN2CC2CCCCC2)O1)NCC1CC1	2	3	3	0	-11	-0.1	7[16.7 µM]	-3
O=C(C[C@@H]1C[C@@H]2c3cc(NC(=O)NC4CCCC4)ccc3O[C@@H]2[C@@H](CO)O1)NCc1ccc(Oc2ccccc2)cc1	-4	0	-1	-2	-2	0.2	6[16.7 µM]	75
CO[C@H]1CN(C)C(=O)c2ccc(NC(C)=O)cc2OC[C@@H](C)NC[C@@H]1C	1	5	-1	-1	2	0.0	2[16.7 µM]	2
N#Cc1ccc(C(=O)OCC(=O)NC(=O)NCc2ccccc2)cc1	-10	1	0	0	/	/	-3	2
Cc1cccc(NC(=S)NC(=O)c2cccs2)n1	/	-1	-5	/	-4	/	20	-3
Cc1noc(C)c1NC(=O)N(C)C[C@H]1Oc2ccc(NS(=O)(=O)c3ccccc3)cc2C(=O)N([C@H](C)CO)C[C@@H]1C	6&-16	4	-3	2&1	7&16	0.0&-0.2	-8	0
CC1(C2CC(=O)c3c(O)ccc(O)c3C2)OCCO1 (stereo not drawn)	-11	/	-8	4	-10	-0.1	2	-2
CO[C@H]1CN(C)C(=O)c2ccc(NC(C)=O)cc2OC[C@@H](C)N(Cc2cc(F)ccc2F)C[C@H]1C	-10	-3	-1	2	2	-0.4	2[16.7 µM]	57
CC(NC(=O)[C@H](C)NC(=O)N1CCn2c1nc1ccccc12)c1ccccc1 (stereo partly drawn)	-5	-2	-25	2	8	/	12	-1
CCOc1ccc(C(=O)NCC(=O)OCC(=O)N2C(C)CCCC2C)cc1 (stereo not drawn)	/	1	-2	/	22	/	-4	1
CCCOc1c(Cl)cc(C(=O)NC)cc1OC	-9	/	/	-3	-3	-1.7	/	/
COc1cc(C(=O)Cc2nc3ccccc3n2C)cc(OC)c1OC	-22	10	-6	2	2	/	0	-1
CCC(=O)N1CC2(C1)CN(Cc1cccc(F)c1)[C@H](CO)c1c2c2ccc(OC)cc2n1C	-15	/	/	4	-4	-0.3	/	/

As entered above:
In miR122 inh, O=C(C[C@@H]1C[C@@H]2c3cc(NC(=O)NC4CCCC4)ccc3O[C@@H]2[C@@H](CO)O1)NCc1ccc(Oc2ccccc2)cc1 is listed with 6[16.7 µM]
In PGC1a acetyl inh, S=C(N/N=C/c1ccc2c(c1)OCO2)NC1CC2CCC1C2 (stereo not drawn) is listed with -10
In miR122 inh, Cc1ccn(CCC(=O)N2CCCC(CCC(=O)N3CCN(c4ccccn4)CC3)C2)n1 (stereo not drawn) is listed with -7
In RAD52 anneal inh, CC1(C2CC(=O)c3c(O)ccc(O)c3C2)OCCO1 (stereo not drawn) is listed with -11
In RAD52 anneal inh, COc1cccc(C(C(=O)NC2CCCC2)N(C(=O)c2csnn2)C2CC2)c1 (stereo not drawn) is listed with 2
In Cneo AK release, COc1cc(C(=O)Cc2nc3ccccc3n2C)cc(OC)c1OC is listed with -1

(listing goes on)
Molecule	RAD52 anneal inh	PglD inh	RAD54 branch	ERAP1 inh	PGC1a acetyl inh	E-sel inducer	miR122 inh	Cneo AK release
CC1CN(C(=O)COC(=O)c2cc3ccccc3cc2O)CC(C)O1 (stereo not drawn)	-12	0	-1	-1	1	0.4	-1	0
O=C(Cc1ccccc1[N+](=O)[O-])c1ccc2c(c1)OCO2	0	/	/	0	7	0.8	-4	/
COc1cccc(CN(C)C(=O)c2cc(S(=O)(=O)N3CCCCCC3)ccc2OC)c1	-1	-7	-2	1	6	/	15	1
COC(=O)C1=C(C)NC(=O)CC1c1ccccc1F (stereo not drawn)	-19	0	5	-1	-2	/	-3	-1
CCOc1ccc(N(C)C(=O)CCc2nnc3ccc(N4CCCC4)nn23)cc1	-2	2	-1	2	1	/	0	1

Shown with values under each structure: two of the compounds above.
Value order: RAD52 anneal inh	PglD inh	RAD54 branch	ERAP1 inh	PGC1a acetyl inh	E-sel inducer	miR122 inh	Cneo AK release
- O=C(Cc1ccccc1[N+](=O)[O-])c1ccc2c(c1)OCO2
→ 0	/	/	0	7	0.8	-4	/
- COc1cccc(CN(C)C(=O)c2cc(S(=O)(=O)N3CCCCCC3)ccc2OC)c1
→ -1	-7	-2	1	6	/	15	1

Screens (PubChem BioAssay)
